TMEM16A inh = inhibitors of mouse TMEM16A calcium-activated chloride channel. AID 588511. HEK293 TMEM16A/YFP iodide influx fluorescence, ionomycin. 310,000 compounds, 1.2% hits. normalized B-score (activity score, 25-100; higher = stronger inhibition) at 10 µM. Q8BHY3;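 active = ratio plate-corrected score three or more library SD toward inhibition, starting fluorescence score within five deviations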;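 also: score derived from kinetic fluorescence span divided by baseline fluorescence per well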
MrgX1 allo act = human MrgX1 positive allosteric modulation, primary screen. MrgX1-HEK293, Fluo-4 calcium flux, FDSS; active compounds read high. B-score at 10 µM. 310,000 compounds, 0.63% hits;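 active = plate-corrected calcium response at least 3 library SD above typical, normal starting fluorescence, not activating the receptor alone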;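 also: compound read alongside a low EC10 to EC30 dose of BAM8-22 agonist; peak minus trough fluorescence over baseline measured at the second addition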
TRPC6 inhibitor = blocks the mouse TRPC6 cation channel; HEK293-TRPC6, membrane potential dye, ACh-evoked depolarization; active compounds read low; B-score at 10 µM; Q61143; 310,000 compounds, 1.1% hits;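 active = B-score under library mean minus 3 SD, initial fluorescence not abnormally high, positive integrated signal ratio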;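 also: B-score derived from integrated fluorescence ratio over the kinetic read; more negative B-score means stronger inhibition of depolarization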
Target sequence (Q61143 whole entry, looked up): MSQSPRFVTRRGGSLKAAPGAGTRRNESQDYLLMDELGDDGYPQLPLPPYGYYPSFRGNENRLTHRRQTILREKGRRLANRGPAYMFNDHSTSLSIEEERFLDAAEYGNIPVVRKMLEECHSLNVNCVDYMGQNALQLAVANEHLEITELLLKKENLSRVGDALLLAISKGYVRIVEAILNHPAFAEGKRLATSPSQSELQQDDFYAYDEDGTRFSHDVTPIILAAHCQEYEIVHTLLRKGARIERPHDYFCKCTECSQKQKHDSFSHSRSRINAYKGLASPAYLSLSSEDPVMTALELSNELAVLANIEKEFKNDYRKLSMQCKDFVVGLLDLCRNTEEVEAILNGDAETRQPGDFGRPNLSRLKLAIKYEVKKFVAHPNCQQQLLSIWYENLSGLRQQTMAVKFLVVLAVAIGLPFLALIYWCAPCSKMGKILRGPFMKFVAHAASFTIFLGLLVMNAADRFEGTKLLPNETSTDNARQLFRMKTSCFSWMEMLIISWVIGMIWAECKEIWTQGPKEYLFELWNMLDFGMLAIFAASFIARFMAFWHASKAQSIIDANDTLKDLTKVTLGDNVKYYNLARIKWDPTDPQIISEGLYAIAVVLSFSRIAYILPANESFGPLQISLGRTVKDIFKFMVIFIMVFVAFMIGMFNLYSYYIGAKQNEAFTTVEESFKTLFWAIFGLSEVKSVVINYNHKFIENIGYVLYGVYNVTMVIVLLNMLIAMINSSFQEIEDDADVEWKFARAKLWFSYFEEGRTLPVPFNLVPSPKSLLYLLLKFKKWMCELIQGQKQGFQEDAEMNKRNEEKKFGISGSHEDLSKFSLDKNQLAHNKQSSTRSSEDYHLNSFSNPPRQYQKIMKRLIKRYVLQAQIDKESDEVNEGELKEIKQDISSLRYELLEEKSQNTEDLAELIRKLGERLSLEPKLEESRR
RGS4 act = potentiators or activators of RGS4. HEK293 M3R/inducible RGS4, carbachol calcium flux Fluo4; active compounds read low. B-score at 10 µM. 310,000 compounds, 0.92% hits. AID 463111;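 active = B-score of the integrated calcium signal more than 4 SD below the library mean, with starting fluorescence not abnormally high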;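 also: negative B-score means reduced calcium response which marks RGS4 activation or potentiation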
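Test system: HEK293 cells with stable M3R and inducible RGS4; also added: carbachol at ECmax as muscarinic agonist stimulus; schedule: dye loading 30 min 37 °C, buffer rest 30 min RT; technique: kinetic calcium fluorescence imaging with Fluo4-AM dye, 2 µM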
SKKanGAS inh = SKKanGAS growth inhibition | 300,000 compounds, 1.3% hits | AID 1662 | S. pyogenes SKKanGAS, kanamycin growth, BacTiter-Glo, 6 h | inhibition, % at 7.5 µM;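 active = mean replicate score, as percent of positive control median, at least 50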;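 also: strain carries kanamycin resistance gene driven by streptokinase promoter and grows in 40 µg/ml kanamycin; loss of luminescence reflects streptokinase promoter inhibition or plain growth inhibition; 0% = median of DMSO wells and 100% = positive control at its reference dose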
HDAC3 inh = human HDAC3 inhibition | inhibition, % at 8.3 µM | recombinant HDAC3, fluorogenic peptide/trypsin coupled, fluorescence | 320,000 compounds, 0.15% hits; in the data active = inhibition above about 26%, passing the limit was not always enough
TRPC6 act = mouse TRPC6 channel activation. Q61143. HEK293-TRPC6 membrane potential dye fluorescence; active compounds read high. B-score at 10 µM. 310,000 compounds, 0.13% hits;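 active = B-score of the integrated fluorescence ratio above library mean plus 3 SD, and starting fluorescence ratio within library mean plus 5 SD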;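 also: higher score means more depolarization so channel activation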
RGS4 block = inhibitors of human RGS4; P49798; HEK293 M3R/RGS4 inducible, Fluo-4 calcium flux; active compounds read high; triggered by carbachol at its EC20; B-score at 10 µM; 310,000 compounds, 0.45% hits; AID 463165;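 active = B-score, a plate-corrected calcium signal, over three deviations above library mean, with baseline fluorescence within five deviations of library mean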;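 also: RGS4 expression induced by doxycycline in cells with stable M3 receptor; B-score is computed from the integrated fluorescence ratio over baseline after carbachol; higher B-score means a larger calcium signal and so more RGS4 inhibition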
MrgX1 antag = blocks BAM8-22 activation of human MrgX1 receptor; B-score at 10 µM; MRGX1-HEK293 calcium flux, Fluo-4, BAM8-22 antagonism; active compounds read low; 310,000 compounds, 1.3% hits;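 active = calcium-response B-score plate-corrected more than 3 library SD below zero, starting fluorescence within 5 deviations, no agonist response on first addition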;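 also: peak minus trough fluorescence over baseline after final BAM8-22 challenge near maximal dose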
MrgX1 agonist = agonists of human MrgX1 receptor; B-score at 10 µM; MrgX1-HEK293 cells, Fluo-4 calcium fluorescence, agonist mode; active compounds read high; 310,000 compounds, 0.44% hits; Q96LB2;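 active = calcium response B-score plate-corrected fluorescence ratio at least 3 library SD, with starting fluorescence B-score inside 5 SD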
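Assay system: stable human MrgX1 HEK293 cell line. Quantity: 15,000 cells per well. Schedule: cells plated overnight, dye loaded 0.5 h 37 °C, 0.5 h room temperature. Detection: Fluo-4 NW calcium-flux fluorescence, kinetic read. Read-out basis: peak-minus-minimum fluorescence over baseline, converted to B scores. Control set: positive and negative control wells on each plate.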
ANO1 activ = mouse TMEM16A channel activation, primary screen; 340,000 compounds, 0.3% hits; B-score at 10 µM; HEK293 TMEM16A/YFP-H148Q/I152L, iodide quench fluorescence; active compounds read low;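 active = fluorescence-ratio B-score plate-corrected deviation score at least 3 library SD below zero, with starting fluorescence score within 5 deviations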;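 also: channel opened by trigger with iodide after compound preincubation; score built on the fluorescence ratio of max minus min over baseline; more negative score means more quench and so TMEM16A activation or potentiation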
* marks the source's active call; other numbers are inactive results; i = inactive; · = not tested or not shown.

SMILES	TMEM16A inh	MrgX1 allo act	TRPC6 inhibitor	RGS4 act	SKKanGAS inh	HDAC3 inh	TRPC6 act	RGS4 block	MrgX1 antag	MrgX1 agonist	ANO1 activ
CCOC(=O)N1CCN(Cc2nc3cc(NC(=O)c4ccco4)ccc3n2CC)CC1	i	i	i	i	0.5	·	i	i	i	i	i
CN(C)S(=O)(=O)c1cccc(NC(=O)c2ccc(S(=O)(=O)N3CCCCC3)cc2)c1	i	i	i	i	2.9	-2.8	i	i	i	i	i
COC(=O)C(NC(=O)c1ccccc1)(Nc1nccs1)C(F)(F)F (stereo not drawn)	i	i	i	i	-0.6	6.0	i	i	i	i	i
CSc1ccccc1C(=O)NCCS(=O)(=O)N1CCN(c2ccc(F)cc2)CC1	i	i	i	i	-6.6	-2.0	i	i	i	i	i
Cc1nc2cc(NC(=O)COc3ccc(C#N)cc3)ccc2n1-c1ccccc1	i	i	i	i	9.9	-3.6	i	i	i	i	i
NC(=S)Cc1ccc(Cl)cc1Cl	i	i	i	i	-2.5	2.1	i	i	i	i	i
COc1ccc(S(=O)(=O)N2CCC(C(=O)N3CCc4ccccc4C3)CC2)cc1C	i	i	i	i	-4.5	4.0	i	i	i	i	i
CS(=O)c1ccccc1-c1nc(-c2cccc(Cl)c2)no1 (stereo not drawn)	i	i	-9.76*	i	-0.6	4.8	i	i	i	i	i
COc1cccc(C(=O)NC(=S)Nc2nnn(C)n2)c1	i	i	i	i	-3.8	11.5	i	i	i	i	i
Cc1ccc(CNC(=O)CNC(=S)N(Cc2ccccc2)Cc2ccccc2F)cc1	·	·	i	i	16.3	·	i	i	·	·	i
CN(CCOC(=O)c1ccco1)Cc1ccccc1	i	i	i	i	4.5	4.0	i	i	i	i	i
Nc1n[nH]c(N)c1N=Nc1ccc2c(c1)OCO2	i	i	i	i	3.0	5.5	i	i	i	i	i
COc1cc(NC(=O)c2cc(-c3cccnc3)nc3ccc(Br)cc23)cc(OC)c1	i	i	i	i	25.1	-5.2	i	i	i	i	i
COc1ccccc1C(=O)NCC(=O)OCC(=O)c1ccc(Cl)s1	i	i	i	i	-2.7	0.8	i	i	i	i	i
Cc1oc2c(CN3CCCC3)c(O)ccc2c(=O)c1-c1ccc(Br)cc1	i	i	i	i	4.7	-35.9	i	i	i	i	i
COc1ccc(-c2nnc(SCC(=O)N3CCOCC3)n2C)cc1OC	i	i	i	i	-6.1	-5.1	i	i	i	i	i
Cc1cccc(C(=O)O/N=C(\N)c2cccc([N+](=O)[O-])c2)c1	i	i	i	i	-0.1	-11.1	i	i	i	i	i
Cc1ccccc1N1CCN(C(=O)C2CCCCC2)CC1	i	i	i	i	1.8	11.8	i	i	i	i	i
COCCCNS(=O)(=O)c1ccc(Cl)c(C(F)(F)F)c1	i	i	i	i	-4.3	9.1	i	i	i	i	i
CCOc1c(Nc2ccccc2O)c(=O)c1=O	i	i	i	i	-1.9	6.0	i	i	i	i	i
O=C(O)CSc1nnc(-c2ccc(Cl)cc2Cl)n1Cc1ccccc1	i	i	i	i	-3.6	2.5	i	i	i	i	i
COc1ccc(NC(C)=O)cc1NC(=O)CN1CCN(c2ccccn2)CC1	i	i	i	i	-11.1	-5.0	i	i	i	i	i
COc1ccc(CCN2CN(S(=O)(=O)c3ccc(C)cc3)c3nc4ccccc4nc32)cc1OC	i	i	i	i	0.9	-3.8	i	i	i	i	i
O=C(O)CC(SCC(=O)Nc1ccc(S(=O)(=O)N2CCCC2)cc1)C(=O)O (stereo not drawn)	i	i	i	i	-0.4	1.8	i	i	i	i	i
N/C(=N\OS(=O)(=O)c1ccccc1)c1ccccn1	i	i	i	i	2.2	-11.1	i	i	i	i	i
O=S(=O)(Nc1c(S(=O)(=O)c2ccccc2)c2nc3ccccc3nc2n1C1CCCCC1)c1ccccc1	100*	i	i	-10.2*	91.0*	-40.3	i	i	i	i	i
OCCNc1ccc(Cl)cc1	i	i	i	i	-7.8	-2.5	i	i	i	i	i
O=C(Nc1c2c(nn1-c1ccc(F)cc1)CS(=O)(=O)C2)C1CCCC1	i	i	i	i	-0.9	-2.9	i	i	i	i	i
COCCn1nnnc1CN1CCC(C)CC1	i	i	i	i	6.5	-3.2	i	i	i	i	i
CCOC(=S)SCC(=O)N1CCc2ccccc2C1C1C(=O)CC(C)(C)CC1=O (stereo not drawn)	i	i	i	i	0.9	3.4	i	i	i	i	i
CC(NC(=O)c1ccccc1Cl)NC(=O)c1ccccc1Cl	i	i	i	i	-2.1	11.9	i	i	i	i	i
CC(C)CC(=O)NC1(C(F)(F)F)C(=O)Nc2c1c(=O)[nH]c(=O)n2Cc1ccco1 (stereo not drawn)	i	i	i	i	0.9	7.7	i	i	i	i	i
Cc1nc(NC(=O)CSc2nccn2C)sc1C(=O)N(C)C	i	i	i	i	2.2	3.1	i	i	i	i	i
N#CCSc1nnc2sc3ccccc3n12	i	i	i	i	-5.3	-1.6	i	i	i	i	i
COC(=O)c1cc(NC(=O)CN(c2cccc(OC)c2)S(=O)(=O)c2ccccc2)ccc1Cl	i	i	i	i	-1.9	14.0	i	i	i	i	i
COCCNC(=S)N/N=C(\C)c1ccc2cc(OC)ccc2c1	i	i	i	i	-2.2	-3.1	i	i	i	i	i
CCCN1C(=O)/C(=c2\s/c(=C3\C=Cc4ccccc4N3CC)c(=O)n2-c2ccccc2)SC1=S	i	i	i	i	-3.3	3.3	i	i	i	i	·
Cc1ccc(NC(=O)CC2C(=O)NCCN2C(=S)Nc2ccccc2)c(C)c1 (stereo not drawn)	i	i	i	i	1.4	-1.8	i	i	i	i	i
Cc1[nH]c2ccccc2c1C(c1ccccn1)N1CCC(C)CC1 (stereo not drawn)	i	i	i	i	-2.2	-3.0	i	i	i	i	i
CCCC[C@@H]1C[C@H]1[C@@H](NC(=O)c1ccco1)c1ccc(C(=O)OC)cc1	i	i	i	i	6.7	7.8	i	i	i	i	·
C[C@@H](C(=O)NCc1ccccn1)[C@H]1C[C@]1(C)[C@H](NC(=O)OCc1ccccc1)c1ccccc1	i	i	i	i	2.3	2.6	i	i	i	i	i
COc1ccc(-c2[nH]ncc2CN2CCCC(C(=O)c3cccc(OC)c3)C2)cc1 (stereo not drawn)	i	i	i	i	-0.2	0.1	i	i	i	i	i
O=C(Nc1ccc(O)cc1C(=O)O)c1cccc(Br)c1	i	i	i	i	0.7	0.7	i	i	i	i	i
CCOCCn1ccc2c(OCC(=O)Nc3ccc(OC)c(OC)c3)cccc2c1=O	i	i	i	i	14.2	·	i	i	i	i	i
O=C(CCNC(=O)c1ccccc1)NCCc1ccc(Cl)cc1	i	i	i	i	-5.6	-3.0	i	i	i	i	i
CCN1CCN(C(c2cccs2)C(C)NC(=O)NC2CCCCC2)CC1 (stereo not drawn)	i	i	i	i	-1.8	-1.7	i	i	i	i	i
COc1ccc(C(C)=O)cc1COC(=O)CNC(=O)c1cc(C)cc(C)c1	i	i	i	i	-12.5	5.6	i	i	i	i	i
COc1ccc(C2c3ccc(O)cc3Oc3ncn4nc(-c5ccccn5)nc4c32)cc1OC (stereo not drawn)	i	i	i	i	6.1	1.0	i	i	i	i	i
CC(C)OCc1c(C(=O)OC/C(O)=C(\C#N)c2nc3ccccc3[nH]2)oc2ccccc12	i	i	i	i	-15.1	-6.9	i	i	i	i	i
Cc1ccc2nc(SCC(=O)Nc3ccccc3N3CCOCC3)c(C#N)cc2c1	i	i	i	i	7.4	-3.6	i	i	i	i	i
CC(C)CC(=O)Nc1cccc(-c2cn3ccsc3n2)c1	i	i	i	i	2.0	-0.8	i	i	i	i	i
Cn1ccnc1SCC(=O)Nc1cccc(S(=O)(=O)N2CCCCCC2)c1	i	i	i	i	6.1	-4.7	i	i	i	i	i
c1cnc2ccc(C(c3nnnn3C3CCCCC3)N3CCCCC3)cc2c1 (stereo not drawn)	i	i	-5.91*	i	9.6	-4.0	i	i	i	i	i
Cc1ccc2c(c1)N(S(=O)(=O)c1cc(-c3cc(C)no3)ccc1C)CCO2	25*	i	i	i	21.5	7.6	i	i	i	i	i
C#CCOc1ccc(C2C3=C(CC(C)(C)CC3=O)N(CC(=O)O)C3=C2C(=O)CC(C)(C)C3)cc1	i	i	i	i	16.0	-50.6	i	i	i	i	i
FC(F)(F)c1cccnc1N1CCN(c2ncnc3nc[nH]c23)CC1	i	i	i	i	-3.0	-1.3	i	i	i	i	i
COc1ccc(C)cc1NC(=O)C1CCCCC1C(=O)O (stereo not drawn)	i	i	i	i	-1.0	5.4	i	i	i	i	i
O=C(NCc1ccco1)c1cccc(NC(=O)c2ccco2)c1	i	i	i	i	-14.1	3.6	i	i	i	i	i
Cc1ccc(Nc2nc(N)nc(CSc3nccn3C)n2)cc1	i	i	i	i	-4.3	-1.0	i	i	i	i	i
Cn1c(SCC(=O)Nc2cccc(NC(=O)c3cccs3)c2)nnc1-c1ccncc1	i	i	i	i	·	2.5	i	i	i	i	i

(further entries)
SMILES	TMEM16A inh	MrgX1 allo act	TRPC6 inhibitor	RGS4 act	SKKanGAS inh	HDAC3 inh	TRPC6 act	RGS4 block	MrgX1 antag	MrgX1 agonist	ANO1 activ
O=C(CNC(=O)c1ccccc1Cl)OC1CCOC1=O (stereo not drawn)	i	i	i	i	-3.2	-3.4	i	i	i	i	i
C=CCc1cccc(CNc2nc3ccccc3n2C)c1O	i	i	i	i	10.4	9.6	i	i	i	i	i
COc1cc(NC(=O)NCCN2CCN(c3ccccc3)CC2)cc(OC)c1OC	i	i	i	i	-2.3	8.2	i	i	i	i	i
Cc1ccc(C)c(C(=O)CSc2n[nH]c(C)n2)c1	i	i	i	i	-4.6	-8.2	i	i	i	i	i
COC(=O)c1ccc(C23CC4(C2)[C@H](CN(CC2CCCCC2)[C@@H]4c2ccccc2)C3c2ccccc2)cc1 (stereo partly drawn)	i	i	i	i	3.1	5.3	i	i	i	i	i
CN(C)c1ccc(CNS(=O)(=O)c2ccc3c(c2)NC(=O)CS3)cc1	i	i	i	i	-4.4	-0.3	i	i	i	i	i
O=C(NCC1CCOCC1)C1CCC(=O)N(Cc2cccc(C(F)(F)F)c2)C1 (stereo not drawn)	i	i	i	i	-9.4	1.1	i	i	i	i	i
